GLP1R cytotox – cytotoxicity counter-screen for GLP-1 receptor inverse agonists. HEK293 cAMP-luciferase reporter cells, luminescence, 24 h. Potency, µM (top dose mostly 38.3 µM), for inactives: at the top dose activity change, negative = inhibition, actives largely listed as inhibitors. hit rate 0.13% among 410,000. AID 624418;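 note: loss of luciferase light is scored as toxicity; potency is the fitted concentration of half-maximal effect; % is set by controls: 0 for no effect and ±100 for the full control effect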
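MLSMR compounds, 24 hr on cells at 37 deg C/5% CO2; luminescence after luciferase reagent (12 min RT). Inhibition counted as the undesired cytotoxic outcome.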
HT1080NT lethal – kills 2HG-producing HT-1080-NT fibrosarcoma cells; Potency, µM (series often up to 46.1 µM), without a hit: at the highest dose activity, negative = less viability, hits mostly cytotoxic; hit rate 1.6% among 360,000; AID 686970; HT-1080-NT fibrosarcoma viability, CellTiter-Glo ATP luminescence, 48 h;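 note: NT is the 2HG producing partner of a matched IDH1 knockdown line; potency is the fitted concentration of half-maximal effect; 0% = DMSO-treated cells and -100% = media-only wells without cells; nearly all actives have a fitted effect of over 55% in size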
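HT-1080-NT fibrosarcoma cells (2HG-overproducing), 750 cells/well in RPMI with 5% FBS, dosed after 2 h and incubated 48 h at 37C. CellTiter-Glo luminescence normalized to DMSO and no-cell wells; concentration-response curves fitted and classed.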
SW480 rerep – DNA re-replication induction in SW480 cells. hit rate 1.8% among 340,000. Potency, µM (highest dose often 46.1 µM), for the others: at the highest dose re-replication activation, usual class: activators. AID 624297. SW480 DNA re-replication, Hoechst DNA content imaging, 48 h; note: potency is the fitted concentration of half-maximal effect; % of control where 0% means no effect; nearly all actives have a fitted effect of over 55% in size
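Readout is total intensity of Hoechst-stained nuclei, excited at 405 nm and collected at 500-530 nm. Compound treatment lasted 48 hr at 37 C in 5% CO2 before staining.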
HT1080 IDH1KD tx – HT-1080 IDH1 knockdown cell toxicity (counter line); HT-1080 IDH1 knockdown viability, ATP luminescence, 48 h; Potency, µM (highest dose often 46.1 µM), without a hit: at the top dose activity, negative = toxicity, most hits filed as cytotoxic; hit rate 2% among 360,000; AID 686971;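 note: potency is the fitted concentration of half-maximal effect; 0% = DMSO wells and -100% = cell-free medium wells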
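Luminescent ATP read-out (CellTiter-Glo, 10 min at room temperature) after 48 h compound exposure at 37 °C gave viability of IDH1-knockdown HT-1080 cells. Activity was normalised to DMSO and cell-free wells, then fitted as concentration-response curves.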
MCF10A rerep – induces DNA re-replication in MCF 10a normal breast cells | MCF 10A DNA re-replication, Hoechst nuclear intensity, 48 h | AID 624296 | hit rate 2.9% among 350,000 | Potency, µM (doses to about 46.1 µM), for inactives: top-dose activity, positive = re-replication, actives largely listed as activators; note: potency is the fitted concentration of half-maximal effect; % of control where 0% means no effect; nearly all actives have a fitted effect of over 50% in size
KB-V1 cytotox – kills drug-selected multidrug resistant KB-V1 cells; KB-V1 MDR cells viability, CellTiter-Glo, 72 h; hit rate 3.4% among 400,000; AID 1347076; Potency, µM (highest dose often 46.1 µM), inactives show at the highest dose activity change, negative = cytotoxicity, actives largely listed as cytotoxic; note: potency is the fitted concentration of half-maximal effect; % is set by controls: 0 for no effect and ±100 for the full control effect; nearly all actives have a fitted effect of over 60% in size
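KB-V1 MDR subline cells in DMEM (phenol-red free, 10% FBS) exposed to compounds in qHTS concentration series for 72 h at 37 degrees C. Viability read by CellTiter-Glo luminescence; concentration-effect curves fitted after normalization and correction.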
IL1B secr inh – blocks inflammasome-driven IL-1 beta release. THP-1 LPS/ATP IL-1B secretion, AlphaLISA, 16 h; active compounds read low. activity change, % at 57.5 µM. hit rate 4.7% among 360,000; in the data active = activity change below about -50%; inconclusive = mostly about -30% to -49%; note: % is set by controls: 0 for no effect and ±100 for the full control effect
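THP-1 cells pretreated 1 hr with compounds (up to 57.5 uM final), then stimulated with LPS (250 ng/mL final) plus ATP (1.25 mM final); secreted IL-1B measured by AlphaLISA after 16 hr, decreased signal indicating inhibition.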
DRD3 agonist – D3 dopamine receptor (human) agonism | hit rate 0.58% among 410,000 | D3R DiscoveRx beta-arrestin cells, luminescence, 90 min | AID 652048 | max activation, % | P35462; in the data active = max activation above about 30%; note: 0% is about no effect; mostly tested at two doses, the higher about 12 µM
Target sequence (P35462 whole entry, looked up): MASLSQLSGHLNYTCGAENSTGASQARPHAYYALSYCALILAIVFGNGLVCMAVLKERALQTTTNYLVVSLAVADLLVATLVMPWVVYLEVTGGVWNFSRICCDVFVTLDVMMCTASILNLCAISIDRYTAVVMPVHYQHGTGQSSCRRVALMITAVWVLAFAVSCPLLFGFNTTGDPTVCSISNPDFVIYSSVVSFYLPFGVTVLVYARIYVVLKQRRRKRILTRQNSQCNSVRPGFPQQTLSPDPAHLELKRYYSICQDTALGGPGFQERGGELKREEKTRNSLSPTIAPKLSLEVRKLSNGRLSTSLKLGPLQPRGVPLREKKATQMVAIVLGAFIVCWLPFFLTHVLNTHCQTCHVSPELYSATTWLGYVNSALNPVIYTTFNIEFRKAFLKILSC
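Agonist mode: compounds and dopamine controls were applied to plated cells for 90 min at 37 degrees C after an overnight attachment at 1500 cells/well. Luminescent read-out followed 30 - 60 minutes at room temperature with DiscoveRx detection reagent.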
KB-3-1 tox – kills parental KB-3-1 adenocarcinoma cells | KB-3-1 viability, CellTiter-Glo ATP luminescence, 72 h | Potency, µM (series often up to 46.1 µM), without a hit: at the highest dose activity change, negative = cytotoxic, usual class: cytotoxic | hit rate 1.4% among 400,000; note: potency is the fitted concentration of half-maximal effect; % is set by controls: 0 for no effect and ±100 for the full control effect; nearly all actives have a fitted effect of over 60% in size
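Cytotoxicity measured as CellTiter-Glo luminescence after 72 h at 37 C. Compound titrations were pinned onto drug-naive KB-3-1 parental adenocarcinoma cells grown in DMEM with 10% FBS, and normalized data fitted to concentration-response curves.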
Starred values were filed as active, the others as inactive; ? = inconclusive; / = no result given; & = joins results of further samples; ! = a repeat was not active; [ ] = remark or other dose. Unless noted, calls come from the whole dose curve; as a rule, active = well fitted curve in the direction sought with a large enough effect; inconclusive = small, poorly fitted or top-dose-only effect, or another doubt; inactive = no such curve, though single readings can be large; an effect the other way counts as inactive or inconclusive. No enrichment for hits, and some 11% of all compounds hit somewhere here.

Results follow in this order: GLP1R cytotox | HT1080NT lethal | SW480 rerep | HT1080 IDH1KD tx | MCF10A rerep | KB-V1 cytotox | IL1B secr inh | DRD3 agonist | KB-3-1 tox
- CC1CCC(NC(=O)COc2ccccc2C(N)=O)CC1 (stereo not drawn)
  66%[activator] | 1% | -5% | 1% | 14% | 10% | 13 | -3 | 15%
- Cc1cc(C)n(S(=O)(=O)c2ccc(F)cc2)n1
  4% | -3% | 1% | -2% | -3% | -14% | -10 | -16 | 2%
- CNc1cnc(-c2ccc(O)c(OC)c2)cn1
  2% | -4% | / | -16% | / | 4% | -61* | -1 | 0%
- CN1CCN(c2nc(-c3cccc([N+](=O)[O-])c3)nc3ccccc23)CC1
  0% | ? | 23µM* | ? | 23µM* | 0% | / | -18 | -7%
- O=C(COc1ccc(Cl)cc1)Nc1ccccc1C(=O)OCc1cc(=O)n2ccsc2n1
  -1% | / | / | / | / | 0% | / | -2 | 1%
- CCCNC(=O)c1cccc(Cn2cc(Br)c([N+](=O)[O-])n2)c1
  -6% | 3% | ? | 5% | -1% | ? | -3 | 4 | 14%
- CCc1nc2ccc(C(=O)NCCc3ccc(SC)cc3)cc2nc1CC
  -4% | / | / | / | / | 2% | / | 5 | 8%
- Cc1cc(C)c(Cn2c(=O)n(CCC(=O)NCCc3ccccc3)c(=O)c3ccccc32)c(C)c1
  2% | / | / | / | / | ? | / | 4 | 8%
- Cc1ccc2oc(-c3cccc(NC(=O)c4cccc5c(Cl)cccc45)c3)nc2c1
  -6% | / | / | / | / | ? | / | 4 | 3%
- COC(=O)c1ccc(-c2c(-c3ccccc3)ncc3cc(F)ccc23)cc1
  -18% | 0% | 2% | -14% | ? | 0% | 45 | 14 | 2%
- COc1ccc(Cl)cc1NC(=O)C1CC(=O)N(c2ccc(F)cc2)C1 (stereo not drawn)
  -14% | -3% | -2% | -2% | -13% | -12% | -20 | -8 | 0%
- N#Cc1cc([N+](=O)[O-])ccc1N1CCCC1
  ? | -5% | -692%[inhibitor] | -8% | -1% | -16% | -22 | -1 | 2%
- CCOC(=O)NC(=O)CN1C(=O)NC(C)(c2ccccc2)C1=O (stereo not drawn)
  -2% | -2% | -2% | 0% | 2% | 1% | 4 | -7 | -7%
- CC(C)(C)C(=O)Nc1cccc(-c2cn3cccnc3n2)c1
  4% | / | / | / | / | 14% | / | -3 | -3%
- O=C(NC(=S)N1CCCCCC1)C1CC1
  0% | 1% | 1% | 0% | 3% | 0% | 6 | 2 | 2%

By substructure, the compounds so far with a halogen
Results follow in this order: GLP1R cytotox | HT1080NT lethal | SW480 rerep | HT1080 IDH1KD tx | MCF10A rerep | KB-V1 cytotox | IL1B secr inh | DRD3 agonist | KB-3-1 tox
- Cc1cc(C)n(S(=O)(=O)c2ccc(F)cc2)n1
  4% | -3% | 1% | -2% | -3% | -14% | -10 | -16 | 2%
- O=C(COc1ccc(Cl)cc1)Nc1ccccc1C(=O)OCc1cc(=O)n2ccsc2n1
  -1% | / | / | / | / | 0% | / | -2 | 1%
- CCCNC(=O)c1cccc(Cn2cc(Br)c([N+](=O)[O-])n2)c1
  -6% | 3% | ? | 5% | -1% | ? | -3 | 4 | 14%
- Cc1ccc2oc(-c3cccc(NC(=O)c4cccc5c(Cl)cccc45)c3)nc2c1
  -6% | / | / | / | / | ? | / | 4 | 3%
- COC(=O)c1ccc(-c2c(-c3ccccc3)ncc3cc(F)ccc23)cc1
  -18% | 0% | 2% | -14% | ? | 0% | 45 | 14 | 2%
- COc1ccc(Cl)cc1NC(=O)C1CC(=O)N(c2ccc(F)cc2)C1 (stereo not drawn)
  -14% | -3% | -2% | -2% | -13% | -12% | -20 | -8 | 0%

More compounds:
Results follow in this order: GLP1R cytotox | HT1080NT lethal | SW480 rerep | HT1080 IDH1KD tx | MCF10A rerep | KB-V1 cytotox | IL1B secr inh | DRD3 agonist | KB-3-1 tox
- Cc1oc(-c2ccccc2F)nc1CSc1nnc(C)n2c1cc1occc12
  -7% | / | / | / | / | -11% | / | -7 | -18%
- COc1ccc(CCNC(=O)c2sc3ccccc3c2Cl)cc1OC
  -15% | -13% | -4% | -13% | ? | -15% | ? | 1 | 1%
- CN(NC(=O)NN(C)C(=O)c1ccccc1)C(=O)c1ccccc1
  8% | 5% | 2% | 1% | -4% | 2% | 3 | -14 | 2%
- CC1CCCC(C)N1C(=O)COc1ccc(-c2nnco2)cc1 (stereo not drawn)
  3% | 7% | -2% | 6% | 0% | 11% | 15 | 15 | 2%
- COCCCn1c(SCC(=O)NC2CCCC2)nnc1-c1ccccc1
  4% | 19% | -5% | 8% | 0% | -21% | 5 | 28 | 0%
- O=C(CNC(=O)C1CCCCC1)OCn1nnc2ccccc2c1=O
  9% | 0% | -25% | -1% | -3% | 2% | 6 | -7 | -3%
- Cc1ccc(Cl)cc1NC(=O)c1cc2ccccc2cc1O
  -8% | 4.1µM* | ? | ? | 7.3µM* | ? | -90* | 36* | 9.2µM*
- Cc1ccc(Cl)cc1N1CCN(C(=O)c2cc3c(=O)[nH]c4ccccc4c3n2C)CC1
  2% | ? | -1%&7% | -4% | 18µM*! | 7.3µM* | -15 | 71* | ?
- Cc1ccc(OCc2cc(C(=O)N(C)CCc3ccccn3)no2)cc1C
  -19% | -5% | ? | -1% | ? | -22% | 14 | 23 | 7%
- COc1ccc(CNC(=O)CCC2N=C3c4ccccc4N=C(SCc4cccc(F)c4)N3C2=O)cc1 (stereo not drawn)
  -20% | / | / | / | / | -11% | / | -2 | 0%
- O=C(/C=C/c1ccco1)N/C(=C\c1ccco1)C(=O)NCCc1nc2ccccc2[nH]1
  6% | 1% | 1% | -6% | 4% | 0% | 4 | -2 | 27%
- COc1cccc(NC(=O)N2CCCC(C(=O)NC3CCCCC3C)C2)c1 (stereo not drawn)
  -24% | -2% | -5% | -14% | 8% | 11% | -3 | 4 | -6%
- O=C1C2C(c3cccc(/C=C/c4ccccc4)c3)CC=CC2C(c2ccc(C(F)(F)F)cc2)N1Cc1ccccc1 (stereo not drawn)
  5% | -6% | -9%[9.22 µM] | -3% | -28% | -6% | 53 | -8 | -22%
- Cc1cc(C)cc(NC(=O)Cn2cc(C(=O)c3ccccc3)c(=O)c3ccc(C)nc32)c1
  -5% | / | / | / | / | 2% | / | -24 | 1%
- O=C1c2ccccc2NC2(CCCCC2)N1c1ccc(O)cc1
  -9% | -2% | -5% | -9% | 0% | -1% | 0 | 6 | 2%
- Cc1ccc(NS(=O)(=O)c2ccc3[nH]c(=O)oc3c2)c(C)c1
  0%&-1% | 4% | -7% | 2% | -1% | 0%&-7% | 32 | -3&0 | 1%&16%
- CN1c2cc(Cl)ccc2-c2nc(SCC(=O)Nc3ccc(F)cc3F)ncc2S1(=O)=O
  -4% | / | / | / | / | ? | / | -14 | ?
- O=C1c2ccccc2C(Nc2ccc(S(=O)(=O)N3CCCCC3)cc2)N1Cc1ccco1 (stereo not drawn)
  10% | -4% | 4% | -5% | 8% | -27% | 7 | -9 | -7%
- CSc1cccc(NC(=S)N(Cc2ccc(C)cc2)Cc2cccnc2)c1
  ? | -2% | 15% | -7% | -1% | ? | 18 | -12 | 1%
- C(=N\N1CCN(Cc2ccccc2)CC1)/c1cccs1
  3% | 23% | -1% | 8% | 9% | 0% | 17 | 1 | 15%
- COc1ccc(C(=O)OC(C)C(=O)NC(C)CCc2ccccc2)cc1[N+](=O)[O-] (stereo not drawn)
  -27% | -3% | 6% | -5% | 0% | -14% | 15 | 12 | 0%
- COc1ccc(-n2ncc3c(NC(C)C)ncnc32)cc1
  -13% | 16% | -11% | 8% | -1% | -1% | 0 | 1 | 10%
- CSCC[C@H](NC(=O)Nc1ccc(OC(F)(F)F)cc1)C(=O)O
  14% | ? | -7% | 5% | -2% | 15% | 11 | 1 | 6%
- Cc1ccc(S(=O)(=O)N[C@H](C(=O)N2CCC(C(=O)N3CCC[C@H]3C(=O)O)CC2)C(C)C)cc1
  1% | 0% | -1% | 0% | -3% | 18% | 18 | -4 | -1%
- NS(=O)(=O)OCCCc1ccc(C(F)(F)F)cc1
  6% | 20% | -2% | -1% | -3% | 1% | 19 | 3 | -12%
- CC1C(=O)Nc2ccc(S(=O)(=O)N3CCCCCC3)cc21 (stereo not drawn)
  5% | 0%[9.24 µM] | -25% | 4% | 2% | ? | 10 | -5 | 0%
- CC(C)=CC[N+]1(C)CCCCC1
  7% | 1% | 1% | 16% | -3% | 17% | 2 | 5 | -4%
- CC1CN(S(=O)(=O)c2cccc(C(=O)NN3CCN(C)CC3)c2)CC(C)O1 (stereo not drawn)
  -12% | 17% | -8% | 8% | -4% | -14% | 7 | 4 | -1%
- Nc1nc(SCC(=O)NCc2ccc(F)cc2)[nH]c(=O)c1NC(=O)c1ccc(Cl)cc1
  -4% | -3% | -7% | 12% | -5% | -6% | 20 | -1 | 3%
- COc1ccc(-c2cc(C(=O)NCCCN3CCOCC3)c3ccccc3n2)cc1OC
  -7% | -6% | ? | -3% | 9% | 0% | -13 | -30 | -11%
- COc1ccc(CN2CCCN(S(=O)(=O)c3ccc(Br)cc3)CC2)cc1
  2% | -12% | ? | -11% | ? | -24% | -71* | -14 | -8%
- NC1=NC(=O)/C(=C/c2cn(Cc3ccccc3)c3ccccc23)S1
  0% | ? | 16% | ? | ? | -10% | 50 | 2 | -6%
- COC(=O)c1ccccc1NC(=O)CN1CCC(C)CC1
  -5% | -2% | -3% | -7% | 0% | -16% | -14 | -5 | -8%
- O=C(c1ccc(O)cc1)c1ccc(C(=O)c2ccc(O)cc2)cc1
  -28% | -2% | -1% | -6% | 25% | ? | 0 | 8 | -30%

Assay outcomes deposited in PubChem by National Center for Advancing Translational Sciences (NCATS).
